# HT1080-NT tox: qHTS for induction of synthetic lethality in tumor cells producing 2HG: qHTS for the HT-1080-NT fibrosarcoma cell line; HT-1080-NT fibrosarcoma viability, CellTiter-Glo ATP luminescence, 48 h; Potency, µM (series often up to 46.1 µM), inactives show at the top dose activity, negative = less viability, actives largely listed as cytotoxic; actives 1.6% (n = 360,000); AID 686970, 2013;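 note: NT is the 2HG producing partner of a matched IDH1 knockdown line; potency is the fitted concentration of half-maximal effect; 0% = DMSO-treated cells and -100% = media-only wells without cells; nearly all actives have a fitted effect of over 55% in size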
#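 HT-1080-NT; 750 cells/well; 5% FBS RPMI; 48 h compound, 37 degrees C; CellTiter-Glo luminescence; curve fitting and curve-class assignment.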
# D3 ag: qHTS of D3 Dopamine Receptor Agonist: qHTS; D(3) dopamine receptor (Homo sapiens), P35462; D3R DiscoveRx beta-arrestin cells, luminescence, 90 min; max activation, %; actives 0.58% (n = 410,000); AID 652048, 2013; in the data active = max activation above about 30%; note: 0% is about no effect; mostly tested at two doses, the higher about 12 µM
# Target sequence (P35462 whole entry, looked up): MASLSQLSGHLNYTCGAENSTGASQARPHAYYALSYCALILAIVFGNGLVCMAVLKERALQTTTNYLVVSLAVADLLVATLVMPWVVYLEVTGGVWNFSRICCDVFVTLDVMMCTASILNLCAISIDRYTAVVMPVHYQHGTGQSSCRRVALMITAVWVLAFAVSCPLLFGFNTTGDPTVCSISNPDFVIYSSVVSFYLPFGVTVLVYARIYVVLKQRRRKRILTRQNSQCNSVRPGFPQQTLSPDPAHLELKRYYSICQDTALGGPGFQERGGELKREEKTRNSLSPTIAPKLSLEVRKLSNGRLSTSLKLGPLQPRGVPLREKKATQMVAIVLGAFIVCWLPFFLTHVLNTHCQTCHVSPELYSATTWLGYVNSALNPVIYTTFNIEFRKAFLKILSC
#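 Agonist mode: compounds and dopamine controls were applied to plated cells for 90 min at 37 degrees C after an overnight attachment at 1500 cells/well. Luminescent read-out followed 30 - 60 minutes at room temperature with DiscoveRx detection reagent.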
# KB-V1 cytotox: qHTS assay for MDR1-selective chemotherapeutics: Primary screen using the drug-selected MDR subline cells KB-V1; KB-V1 MDR cells viability, CellTiter-Glo, 72 h; Potency, µM (series often up to 46.1 µM), for inactives: at the top dose activity change, negative = cytotoxicity, most hits filed as cytotoxic; actives 3.4% (n = 400,000); note: potency is the fitted concentration of half-maximal effect; % is set by controls: 0 for no effect and ±100 for the full control effect; nearly all actives have a fitted effect of over 60% in size
#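 Cytotoxicity toward P-gp-expressing KB-V1 cells was determined as loss of CellTiter-Glo luminescence after 72 h at 37 degrees C. Compounds were tested in quantitative HTS format across a concentration range, with curves fitted to normalized data.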
# HT1080 IDH1KD tx: qHTS for induction of synthetic lethality in tumor cells producing 2HG: qHTS for the HT-1080-IDH1KD cell line | HT-1080 IDH1 knockdown viability, ATP luminescence, 48 h | actives 2% (n = 360,000) | Potency, µM (top dose mostly 46.1 µM), for the others: top-dose activity, negative = toxicity, most hits filed as cytotoxic;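 note: potency is the fitted concentration of half-maximal effect; 0% = DMSO wells and -100% = cell-free medium wells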
#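 Using the IDH1-knockdown HT-1080 line run in the same batch and compound series as the NT line, viability after 48 h at 37 °C was determined by CellTiter-Glo luminescence and expressed as % activity.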
# DRD3 antagonist: qHTS of D3 Dopamine Receptor Antagonist: qHTS; D3R cells, DiscoveRx beta-arrestin luminescence, antagonist mode; active compounds read low; max response, negative = inhibition, %; actives 2.5% (n = 360,000); AID 652054, 2013; in the data active = max response below about -50%; inconclusive = no clear call, values can overlap the other calls; note: % is set by controls: 0 for no effect and ±100 for the full control effect; mostly tested at two doses, the higher about 12 µM
#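 Cells plated overnight at 1500 cells/well, then exposed to library compounds with dopamine controls for 90 minutes at 37 degrees C. DiscoveRx reagent added for 30–60 minutes at room temperature; luminescence read, quantitative HTS format.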
# IL-1B inflam inh: qHTS for Inhibitors of Inflammasome Signaling: IL-1-beta AlphaLISA Primary Screen; actives 4.7% (n = 360,000); activity change, % at 57.5 µM; THP-1 LPS/ATP IL-1B secretion, AlphaLISA, 16 h; active compounds read low; in the data active = activity change below about -50%; inconclusive = mostly about -30% to -49%; note: % is set by controls: 0 for no effect and ±100 for the full control effect
#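 Secreted IL-1B measured by AlphaLISA bead assay after 16 h compound exposure of THP-1 cells; compounds (final up to 57.5 uM) added 1 h before LPS (250 ng/mL) and ATP (1.25 mM) stimulation; lower signal means less secretion.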
# SW480 rereplic: A quantitative high throughput screen for small molecules that induce DNA re-replication in SW480 colon adenocarcinoma cells; SW480 DNA re-replication, Hoechst DNA content imaging, 48 h; Potency, µM (doses to about 46.1 µM), for the others: at the top dose re-replication activation, usual class: activators; actives 1.8% (n = 340,000); AID 624297, 2012; note: potency is the fitted concentration of half-maximal effect; % of control where 0% means no effect; nearly all actives have a fitted effect of over 55% in size
#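 SW480 cells exposed to compounds for 48 hr at 37 C, 5% CO2, then Hoechst-stained 40 min. Nuclear DNA content imaged by fluorescence scanning (405 nm excitation, 500-530 nm emission); re-replication scored as increased high-intensity nuclei.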
# KB-3-1 cytotox: qHTS assay for MDR1-selective chemotherapeutics: Primary screen using the parental adenocarcinoma cell KB-3-1; AID 1347075, 2019; KB-3-1 viability, CellTiter-Glo ATP luminescence, 72 h; actives 1.4% (n = 400,000); Potency, µM (highest dose often 46.1 µM), inactives show at the highest dose activity change, negative = cytotoxic, hits mostly cytotoxic; note: potency is the fitted concentration of half-maximal effect; % is set by controls: 0 for no effect and ±100 for the full control effect; nearly all actives have a fitted effect of over 60% in size
#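 Parental KB-3-1 viability, qHTS format: 72 h compound exposure, 37 °C; CellTiter-Glo; media-only wells and DMSO plates as controls; concentration-effect fits on corrected data.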
# GLP1R ag: qHTS of GLP-1 Receptor Agonists; Glucagon-like peptide 1 receptor (Homo sapiens), P43220; HEK293 GLP-1R CRE-luciferase, luminescence, 4-6 h; cells express a hypersensitive GLP-1R form; Potency, µM (top dose mostly 45.6 µM), for the others: top-dose activation, hits mostly activators; actives 0.007% (n = 380,000); AID 624172, 2012; note: potency is the fitted concentration of half-maximal effect; % of control where 0% means no effect
# Target sequence (P43220 whole entry, looked up): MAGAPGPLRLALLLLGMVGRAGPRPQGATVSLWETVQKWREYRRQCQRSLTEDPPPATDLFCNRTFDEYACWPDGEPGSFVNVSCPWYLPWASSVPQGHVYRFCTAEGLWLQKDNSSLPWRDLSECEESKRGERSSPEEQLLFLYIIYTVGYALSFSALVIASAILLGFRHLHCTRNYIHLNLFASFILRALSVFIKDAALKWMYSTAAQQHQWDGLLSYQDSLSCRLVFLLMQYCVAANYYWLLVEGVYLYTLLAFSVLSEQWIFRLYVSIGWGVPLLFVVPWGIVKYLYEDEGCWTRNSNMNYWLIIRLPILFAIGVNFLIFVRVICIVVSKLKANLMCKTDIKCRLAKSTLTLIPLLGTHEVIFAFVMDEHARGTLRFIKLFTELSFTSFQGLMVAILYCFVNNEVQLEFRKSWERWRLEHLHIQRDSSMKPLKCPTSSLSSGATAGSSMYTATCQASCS
# * marks the source's active call; other numbers are inactive results; i = inactive; ? = inconclusive; . = no result given; [ ] = remark or other dose. Unless noted, calls come from the whole dose curve; as a rule, active = well fitted curve in the direction sought with a large enough effect; inconclusive = small, poorly fitted or top-dose-only effect, or another doubt; inactive = no such curve, though single readings can be large; an effect the other way counts as inactive or inconclusive.
# Sequence of screens – HT1080-NT tox	D3 ag	KB-V1 cytotox	HT1080 IDH1KD tx	DRD3 antagonist	IL-1B inflam inh	SW480 rereplic	KB-3-1 cytotox	GLP1R ag
> CC1CCCC(NC(=O)CCNC(=O)c2ccc([N+](=O)[O-])cc2)C1C (stereo not given)
  16.1%	-6.3	-9.8%	-0.2%	-12.1	4.8	-1.9%	-15.1%	2.5%
> CN(CC(=O)N1CCCCCC1)S(=O)(=O)c1ccccc1
  10.5%	3.4	0.0%	4.3%	8.2	-2.1	2.1%	15.6%	-7.1%
> Cc1ccc(S(=O)(=O)NNc2c3ccccc3nc3ccc(Cl)cc23)cc1
  -0.3%	-12.1	?	2.6%	?	-22.7	.	1.8%	-0.8%
> Cc1c(C)n(Cc2ccccc2)c2ncnc(NCCCO)c12
  21.8%	1.3	17.2%	22.1%	-5.0	7.3	-5.1%	-1.1%	4.4%
> O=C(NC(=S)Nc1ccc(NC(=O)c2ccccc2)cc1)c1ccc(F)cc1
  ?	5.8	5.3%	-16.1%	-11.6	-6.3	-1.6%	6.9%	-3.5%
> Cc1cc(C)cc(-c2nnc(SCC(=O)c3c(N)n(C4CC4)c(=O)[nH]c3=O)o2)c1
  7.9%	6.6	19.6%	2.6%	2.3	3.0	-2.7%	26.9%	-5.2%
> O=C(O)CNC(=O)c1ccc(NC(=O)/C(=C/c2cccc([N+](=O)[O-])c2)NC(=O)c2ccco2)cc1
  10.3%	-14.4	?	-2.7%	-12.2	-6.3	-2.6%	15.0%	-1.3%
> O=C(Nc1ccno1)Nc1ccc(Cl)cc1Cl
  -29.1%	15.7	-24.6%	-17.3%	17.7	?	-4.2%[9.22 µM]	-6.6%	-3.1%
> COc1ccc(-c2nc(SCc3ccc(C#N)cc3)[nH]c(=O)c2C#N)cc1
  11.8%	2.6	?	-0.6%	52.0	2.7	-16.2%	8.2%	-3.4%
> CNC(=O)C1CC(=O)N(Cc2ccc(OC)c(OC)c2)C(=Nc2ccc(OC)cc2)S1 (stereo not given)
  -7.9%	-9.5	-6.0%	-1.4%	-6.4	-28.0	-0.5%	-4.3%	?
> Cn1c(CSc2ccccc2)c(C#N)c2ccccc21
  -1.7%	-11.5	16.4µM*	-25.6%	?	-15.0	-3.7%	-19.8%	2.6%
> COc1ccc(CCNc2nc3c(c(=O)n(C)c(=O)n3C)n2C)cc1OC
  3.7%	10.7	14.6µM*	11.8%	18.0	5.5	-2.7%	2.1%	0.2%
> C=CCOc1c(Cl)cc(Cl)cc1S(=O)(=O)NCCO
  0.1%	-16.3	-30.0%	2.4%	33.0	0.3	13.2%	2.6%	3.4%
> CCC(=O)Nc1ccc2c(c1)ncn2-c1ccccc1OC
  14.3%	1.3	-21.7%	12.9%	?	-6.2	-4.9%	15.8%	0.6%
> O=C(O)c1cccc2c1C(=O)N(Cc1ccncc1)C2
  6.1%	-5.0	8.7%	-5.7%	-14.4	-13.5	-3.4%	-28.5%	4.1%
> CN(C)/C=N/S(=O)(=O)c1ccc(Cl)cc1
  0.6%	4.4	?	2.1%	0.3	-0.5	-776.8%[1.84 µM]	14.9%	4.7%
> COc1cccc(NC(=O)C(=O)NCC2CCCN2S(=O)(=O)c2ccccc2)c1 (stereo not given)
  -21.9%	6.3	0.0%	-1.4%	7.4	-24.8	-716.4%[inhibitor]	-24.8%	25.1%
> CCC(=O)N1CCN(c2ccc(NC(=S)NC(=O)c3cc4ccccc4o3)cc2)CC1
  -8.5%	-0.2	?	-19.1%	-0.8	i	?	-5.3%	9.0%
> Nc1nc(F)cc(NCc2ccccc2)n1
  10.9%	-0.2	-6.2%	-0.2%	-3.3	-7.4	-8.1%	-1.0%	20.1%
> O=C(NCc1ccccc1)c1cccc(COc2ccc3c(c2)CCC3)c1
  -3.2%	-0.8	16.4µM*	-8.8%	-1.0	-8.6	11.0%	-2.9%	-2.4%
> COc1ccc(C2CC(=O)c3cnc(N)nc3C2)c(OC)c1 (stereo not given)
  8.6%	5.7	?	10.0%	14.4	3.4	-172.0%	0.9%	0.6%
> Oc1ccc2c(c1)C1CCCC1(N1CCOCC1)O2 (stereo not given)
  13.9%	2.0	0.0%	4.2%	-3.6	-13.0	-2.9%	1.2%	-2.2%
> S=c1[nH]nc2ccccn12
  -1.1%	-5.9	3.5%	8.4%	-13.0	-1.5	-15.2%	3.7%	-1.0%
> O=C(/C=C/c1ccc(Cl)c([N+](=O)[O-])c1)c1cccnc1
  -11.6%	-3.8	?	-1.2%	-13.1	-5.4	?	?	-3.0%
> COc1ccc(C)cc1S(=O)(=O)N1CCCC(N2CCN(c3ccccc3)CC2)C1 (stereo not given)
  -11.7%	-8.1	-11.6%	-15.3%	-27.9	39.6	.	-12.9%	7.5%
> Cc1ccc(C(=O)Nc2c(-c3ccccc3)nc3ccccn23)cc1C
  .	-4.3	5.1%	.	.	.	.	14.5%	0.6%
> CCOC(=O)c1cnn(-c2ccccc2)c1NC(=O)CN1CCCCC1
  0.0%	-1.9	-2.5%	10.7%	-7.2	-2.6	-10.7%	28.5%	18.8%
> ONC(=Nc1ccc(Cl)cc1)c1ccccc1
  3.0%	1.3	-1.0%	1.5%	22.9	13.1	-2.7%	14.1%	-8.2%
> COc1ccc(CN2C(=O)c3cccnc3C2=O)cc1S(=O)(=O)N(C)Cc1ccco1
  17.7%	4.7	?	5.7%	-3.0	14.4	-4.9%	7.0%	0.9%
> CC1CN(c2nc3ccccc3nc2C(C#N)C(=O)OC2CCCCC2)CC(C)O1 (stereo not given)
  0.6%	-0.7	-1.2%	10.3%	11.5	0.7	-1.2%	-4.6%	0.0%

# Reprinted from the part before: 2 entries, followed by the next part.
# Sequence of screens – HT1080-NT tox	D3 ag	KB-V1 cytotox	HT1080 IDH1KD tx	DRD3 antagonist	IL-1B inflam inh	SW480 rereplic	KB-3-1 cytotox	GLP1R ag
> COc1ccc(CN2C(=O)c3cccnc3C2=O)cc1S(=O)(=O)N(C)Cc1ccco1
  17.7%	4.7	?	5.7%	-3.0	14.4	-4.9%	7.0%	0.9%
> CC1CN(c2nc3ccccc3nc2C(C#N)C(=O)OC2CCCCC2)CC(C)O1 (stereo not given)
  0.6%	-0.7	-1.2%	10.3%	11.5	0.7	-1.2%	-4.6%	0.0%
> CCCCOc1ccc(N(CC(=O)NCC2CCCO2)C(=O)CCC(=O)Nc2cc(C)ccn2)cc1 (stereo not given)
  -1.8%	4.9	-9.0%	-4.6%	-11.3	-17.6	8.1%	-2.6%	14.1%
> COc1ccc(NC(=O)NNC(=O)COc2ccc3ccccc3c2)cc1
  7.8%	-3.2	4.2%	-2.8%	-2.0	i	-8.1%	-12.3%	-16.6%
> CC(=NNC(=O)c1ccc(NS(=O)(=O)c2ccc(Br)cc2)cc1)c1cccnc1
  -3.2%	2.5	23.7%	2.3%	21.7	-2.6	-3.0%	0.5%	-2.4%
> Cc1ccc(-c2cc3ccccc3nc2N)cc1
  ?	1.1	?	3.5%	18.2	21.3	-8.8%	-13.7%	2.6%
> CC1CCC(NC(=O)CCS(=O)(=O)c2ccc3c(c2)CCN3C(=O)C2CC2)CC1 (stereo not given)
  17.8%	-2.7	-9.8%	7.2%	-0.8	0.0	-1.4%	13.3%	0.7%
> O=C(NC1CCCCC1)C1c2ccccc2OCC(=O)N1CCCN1CCOCC1 (stereo not given)
  13.8%	1.1	?	4.5%	-22.9	17.4	.	8.1%	-4.3%
> COCC(C)Nc1ccc(S(=O)(=O)N2CCCC2)cc1[N+](=O)[O-] (stereo not given)
  3.5%	-9.1	-15.2%	-2.2%	-9.4	-13.7	-3.1%	-3.1%	10.9%
> O=C1/C(=N\S(=O)(=O)c2cccs2)C([n+]2cccc(Cc3ccccc3)c2)=C([O-])c2ccccc21
  5.17µM*	10.7	-22.0%	5.8µM*	9.0	.	8.2µM*	?	-0.5%
> COC(=O)c1c(NC(=O)c2ccco2)sc2c1CCN(C(C)C)C2
  -0.7%	-1.9	-0.6%	-2.0%	0.2	-18.5	-6.6%	-19.8%	15.8%
> COc1ccc(-c2cn(-c3ccc(OC)cc3)c3[n+]2-c2ccccc2CC3)cc1
  25.9µM*	2.0	23.2%	?	-0.2	-59.2*	-2.8%	3.66µM*	-6.2%
> O=C(CN1CCN(C(=O)c2ccco2)CC1)Nc1cc(C(F)(F)F)ccc1Cl
  8.3%	-3.3	?	0.9%[9.24 µM]	-9.2	-8.8	-0.3%	-6.4%	-6.2%
> COc1cc(S(=O)(=O)N2CCN=C2c2ccccc2)c(OC)cc1Cl
  -0.2%	0.9	-25.2%	-10.5%	-7.7	i	-2.5%	17.3%	0.6%
> CCN(CC)S(=O)(=O)c1ccc2c(c1)nc(CCC(=O)Nc1ccc(N3CCOCC3)cc1)n2C
  -0.7%	-1.1	-4.0%	-24.7%	-19.6	-4.5	-1.7%	20.0%	14.2%
> S=C(Nc1ccc(N2CCOCC2)cc1)Nc1ccc2nc(-c3ccco3)c(-c3ccco3)nc2c1
  -14.3%	-0.2	3.6%	?	-4.8	8.1	-1.5%	-1.6%	34.7%
> O=C(CSc1nnc(-c2cccnc2)n1-c1ccccc1)Nc1ccc2c(c1)OCO2
  ?	13.1	-15.5%	?	-15.2	7.4	-4.6%	0.2%	0.1%
> CCCNC(=O)CS(=O)Cc1nc(-c2ccccc2C)oc1C (stereo not given)
  1.1%	-4.8	-16.5%	-5.5%	-13.0	-5.8	7.0%	-3.0%	-2.0%
